High-throughput results from PubChem BioAssay.
ALOX15 inhib: inhibitors of human 15-lipoxygenase (ALOX15). P16050. purified 15hLO-1, xylenol orange hydroperoxide absorbance. Potency, µM (titrated, usually from 57.1 µM), for the others: at the highest dose activity change, negative = inhibition, most hits filed as inhibitors. 74,000 compounds, 1.4% hits. AID 887; also: potency is read from the fitted curve at half-maximal effect; % is scaled to controls: 0 for no effect and ±100 for the full control effect; nearly all actives have a fitted effect of over 55% in size
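40 nM 15hLO-1 + cpd, 15 min RT; start w/ 50 uM AA (final), 6 min RT; stop/detect w/ 200 uM XO + 300 uM Fe(II) in 50 mM H2SO4, 30 min; A573/A405. Buffer 25 mM Hepes pH 7.5, 0.01% Triton X-100. No-enzyme wells as negative control.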
Hsp90 Hop PPI: changes Hsp90-Hop TPR2A binding signal, up or down | Potency, µM (highest dose often 57 µM), for inactives: at the highest dose activity change, negative = inhibition | 71,000 compounds, 0.44% hits | AlphaScreen TPR2A-His6 binding biotin-Hsp90 C-terminal peptide; active = well fitted curve in either direction with a large enough effect; inconclusive = small, poorly fitted or top-dose-only effect, or another doubt; also: potency is read from the fitted curve at half-maximal effect; % is scaled to controls: 0 for no effect and ±100 for the full control effect; many of its hits are not listed in these tables
Pol III holo inh: DNA polymerase III holoenzyme inhibition; Potency, µM (doses to about 57.1 µM), for inactives: top-dose activity change, negative = inhibition; reconstituted DNA polymerase III holoenzyme replication, biochemical; 71,000 compounds, 0.25% hits; also: potency is read from the fitted curve at half-maximal effect; % is scaled to controls: 0 for no effect and ±100 for the full control effect
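Reconstituted *E. coli* holoenzyme (0.35 nM Pol III, 1 nM beta, 154 nM SSB, 2 nM primase) was preincubated with compound for 15 min at RT. Synthesis on 1.4 nM ssM13Gori ran 35 min, then was stopped with PicoGreen/EDTA and read as dsDNA fluorescence.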
CRE-bla Fsk: CRE-bla signaling modulation under forskolin stimulation. CHO CRE-bla reporter (cAMP response element driving beta-lactamase), forskolin EC10, beta-lactamase ratio. 71,000 compounds, 2.5% hits. Potency, µM (series often up to 38.2 µM), without a hit: at the highest dose activity change, negative = inhibition, actives largely listed as activators. AID 662; active = well fitted activation curve with a large enough effect in the signal ratio, with a control signal flat, not every such curve was filed as active; inconclusive = small, poorly fitted or top-dose-only effect, or effect the other way, or a change in a side signal; the % refers to the signal ratio; also: potency is read from the fitted curve at half-maximal effect; % of control where 0% means no effect
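Reporter-gene assay: CHO cells with beta-lactamase behind cAMP responsive elements, co-treated with compound and EC10 NKH 477 for 3 hours at 37 degrees Celsius. Activity came from the 460/530 nm CCF4 emission ratio.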
FLuc inh: blocks Photinus pyralis firefly luciferase activity; purified firefly luciferase, luminescence, 8 min; AID 411; P08659; Potency, µM (top dose mostly 57.1 µM), for the others: top-dose activity change, negative = inhibition, actives largely listed as inhibitors; 72,000 compounds, 2.2% hits; also: potency is read from the fitted curve at half-maximal effect; % is scaled to controls: 0 for no effect and ±100 for the full control effect; nearly all actives have a fitted effect of over 40% in size
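Substrate buffer containing 10 uM ATP (pH 7.2 imidazole, Mg2+, KCl, detergent, BSA) is dispensed, compound pinned in, then luciferase/luciferin detector mix added. After 8 min at ambient temperature, light output is measured.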
Tau fil binding: tau filament binding; 71,000 compounds, 2% hits; Potency, µM (top dose mostly 57.1 µM), for the others: at the highest dose activity change, negative = inhibition; AID 596; recombinant tau filaments, thioflavin S fluorescence, 15 h; filaments grown with octadecylsulfate alongside compound;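 also: potency is read from the fitted curve at half-maximal effect; % is scaled to controls: 0 for no effect and ±100 for the full control effect; actives lower thioflavin S fluorescence by blocking filaments or displacing dye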
Target sequence (P10636 whole entry, looked up): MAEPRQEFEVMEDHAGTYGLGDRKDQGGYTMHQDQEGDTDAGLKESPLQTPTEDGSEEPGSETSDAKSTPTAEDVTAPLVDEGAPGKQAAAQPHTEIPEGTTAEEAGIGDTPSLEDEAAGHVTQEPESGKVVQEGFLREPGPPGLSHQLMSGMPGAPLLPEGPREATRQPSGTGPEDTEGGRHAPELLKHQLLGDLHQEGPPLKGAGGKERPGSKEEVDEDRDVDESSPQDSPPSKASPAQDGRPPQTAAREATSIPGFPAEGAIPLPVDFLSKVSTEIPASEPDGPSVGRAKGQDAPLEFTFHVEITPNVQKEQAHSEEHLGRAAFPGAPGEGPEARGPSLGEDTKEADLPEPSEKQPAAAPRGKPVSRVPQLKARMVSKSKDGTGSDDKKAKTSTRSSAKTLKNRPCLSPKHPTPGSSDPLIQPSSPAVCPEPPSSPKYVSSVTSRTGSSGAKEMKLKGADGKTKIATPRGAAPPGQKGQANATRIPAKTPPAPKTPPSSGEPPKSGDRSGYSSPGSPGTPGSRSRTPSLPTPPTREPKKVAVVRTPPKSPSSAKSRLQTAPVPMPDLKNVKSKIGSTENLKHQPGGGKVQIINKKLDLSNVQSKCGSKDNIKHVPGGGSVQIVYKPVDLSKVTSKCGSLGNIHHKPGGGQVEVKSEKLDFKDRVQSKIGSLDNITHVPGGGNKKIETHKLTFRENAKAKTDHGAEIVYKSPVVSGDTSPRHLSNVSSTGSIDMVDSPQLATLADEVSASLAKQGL
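Read-out: ThS fluorescence, 450 nm excitation/510 nm emission; lower signal marks blocked filament formation or displaced dye. Tau at 1 uM with 30 uM ODS, 10 uM ThS, 5 mM DTT, 100 mM NaCl, 10 mM HEPES pH 7.4; 15 h, 37 C.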
Epigenetic mod: epigenetic GFP locus derepression in mouse cells; 68,000 compounds, 0.09% hits; Potency, µM (series often up to 46.1 µM), without a hit: at the top dose GFP derepression (activation); mouse C127i GFP locus derepression, cytometry, 30 h; also: % of control where 0% means no effect
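Read-out is the number of GFP-positive cells, scored as fluorescent objects 20 to 120 um wide, reflecting derepression of a silenced CMV-GFP reporter in murine C127i cells after 30 h compound exposure at 37 C.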
ERK AVP block: blocks ERK signaling stimulated by vasopressin | HEK293-V1b, vasopressin-stimulated pERK AlphaScreen | Potency, µM (highest dose often 57.5 µM), for inactives: at the top dose activity, negative = inhibition, actives largely listed as inhibitors | 72,000 compounds, 0.99% hits; also: potency is read from the fitted curve at half-maximal effect; % is scaled to controls: 0 for no effect and ±100 for the full control effect; nearly all actives have a fitted effect of over 55% in size
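V1b-HEK293 cells; cpd 30 min 37C; 25 nM vasopressin 5 min; lyse 10 min; AlphaScreen beads 5 hr RT. Normalized to DMSO basal and 25 nM vasopressin; AC50 by Hill fit.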
HBB splice mod: hemoglobin beta splicing modulation; HBB splicing reporter cell assay, activation; EGFP reporter with mutant IVS2-654 intron; response scale: normalised to 500 nM splice-correcting PNA; Potency, µM (titrated, usually from 46.1 µM), for inactives: at the top dose activation, actives largely listed as activators; 65,000 compounds, 0.06% hits; also: potency is read from the fitted curve at half-maximal effect; 0% is about no effect
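Compounds were applied for 2 days to HeLa EGFP-654 cells, 500/well in Optimem with 2% FCS. The reporter's EGFP is disrupted by mis-splicing of beta-globin intron IVS2-654. Readout: summed well GFP fluorescence from 488 nm laser scanning; reference was 500 nM antisense […] 654 PNA.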
Ub-GFP proteasome: ubiquitin-GFP accumulation via proteasome inhibition. Ubiquitin-GFP reporter cells, proteasome inhibition, GFP fluorescence; response scale: untreated = 0%, 10 µM MG-132 = 100%. 67,000 tested, under 10 active. AID 526. Potency, µM (titrated, usually from 45.9 µM), for inactives: at the top dose activation (GFP accumulation), most hits filed as activators; active = well fitted activation curve with a large enough effect, not every such curve was filed as active; inconclusive = small, poorly fitted or top-dose-only effect, or another doubt; inactive = no such curve, though single readings can be large or run the other way; also: potency is read from the fitted curve at half-maximal effect
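U2OS cells stably expressing ubiquitin(G76V)-GFP, seeded overnight in 0.5% FBS medium, were exposed to compounds (qHTS, 46 uM to 2.9 nM) for 4 hr at 37 °C. GFP-positive cells were counted by laser cytometry (488 ex/515 em), normalized between basal and 10 uM MG-132.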
HADH2 inhib: inhibitors of human HADH2 dehydrogenase; Q99714; recombinant HADH2, NADH fluorescence, beta-hydroxybutyryl-CoA; Potency, µM (series often up to 57.1 µM), without a hit: at the top dose activity change, negative = inhibition, hits mostly inhibitors; 73,000 compounds, 3.4% hits; AID 886; also: potency is read from the fitted curve at half-maximal effect; % is scaled to controls: 0 for no effect and ±100 for the full control effect; nearly all actives have a fitted effect of over 60% in size; many of its hits are not listed in these tables
Target sequence (Q99714 whole entry, looked up, one chain of several): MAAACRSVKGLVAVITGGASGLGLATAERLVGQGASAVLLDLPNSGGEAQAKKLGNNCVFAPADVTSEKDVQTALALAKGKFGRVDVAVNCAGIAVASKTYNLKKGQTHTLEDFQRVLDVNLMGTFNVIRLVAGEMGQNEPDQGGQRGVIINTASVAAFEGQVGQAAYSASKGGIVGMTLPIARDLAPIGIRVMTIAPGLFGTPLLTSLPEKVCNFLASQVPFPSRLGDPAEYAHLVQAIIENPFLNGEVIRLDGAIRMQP
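E. coli-expressed His-tagged HADH2 tested at 20 nM in alkaline Tris buffer (pH 9.0); oxidation of 90 uM beta-hydroxybutyryl-CoA with 1 mM NAD+ tracked fluorimetrically for 4 min.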
* marks the source's active call; other numbers are inactive results; ? = inconclusive; / = not tested or not shown; [ ] = dose if it differs, or a comment. Unless noted, calls follow the shape of the dose curve; as a rule, active = well fitted curve in the direction sought with a large enough effect; inconclusive = small, poorly fitted or top-dose-only effect, or another doubt; inactive = no such curve, though single readings can be large; an effect the other way counts as inactive or inconclusive. An excerpt, so the mix of outcomes need not match the whole.

SMILES	ALOX15 inhib	Hsp90 Hop PPI	Pol III holo inh	CRE-bla Fsk	FLuc inh	Tau fil binding	Epigenetic mod	ERK AVP block	HBB splice mod	Ub-GFP proteasome	HADH2 inhib
O=C(c1ccc(COc2c(F)c(F)c(F)c(F)c2F)o1)N1CCOCC1	7%	-7%	-5%	2%	0%	2%	0%	12%	-0.6%	11%	-29%
COc1ccc(C(c2c(O)ccc3ccccc23)N2CCOCC2)c(OC)c1 (centres undefined)	?	-15%	1%	?	-1%	?	0%	-29%	1.3%[0.369 µM]	/	?
Cc1ccccc1OCC(=O)Nc1ccc2c(c1)OCO2	-2%	-2%	-2%	?	?	-1%	0%	-3%	-1.6%	-14%	-5%
O=C(CSc1nnc(-c2cccs2)n1-c1ccccc1)NCC1CCCO1 (centres undefined)	-6%	-4%	2%	4%	-13%	11%	4%	-24%	-2.4%	-3%	-3%
Cc1noc(C)c1S(=O)(=O)N1CCC(C(=O)N2CCN(c3ccc(F)cc3)CC2)CC1	3%	3%	8%	-23%	3%	-7%	-1%	10%	0.3%	-14%	-1%
Cc1ccc(-n2nnnc2SC(C)C(=O)Nc2ccc(Cl)cn2)cc1 (centres undefined)	-8%	9%	3%	-5%	2%	-1%	-3%	10%	-0.1%[57.5 µM]	0%	-5%
O=C(CSc1ncnc2c1oc1ccccc12)N1CCCc2ccccc21	?	-2%	-6%	?	3%	6%	-2%	?	0.4%[0.369 µM]	/	-5%
COC(=O)c1[nH]c2c(c1C)C(=O)CC(c1ccccc1)C2 (centres undefined)	-8%	-1%	4%	1.6µM*	-1%	88%	-2%	-13%	0.0%	1%	14%
COc1ccccc1C(=O)Oc1ccc(N2C(=O)CCC2=O)cc1	10%	-3%	-4%	-6%	-1%	8%	-3%	-26%	0.1%	-14%	-4%
CN(C)CCNC(=O)NC1CCCCC1	1%	-1%	-6%	0%	1%	-6%	8%	0%	2.1%	-10%	7%
CCOC(=O)N1CCC(NC(=O)c2cc3cc4cc(OC)ccc4nc3o2)CC1	-6%	2%	0%	?	-2%	1%	-1%	10%	-0.7%	-13%	155%[activator]
CCn1c(SCC(=O)N2CCN(c3ccc(Cl)cc3)CC2)nc2ccccc2c1=O	3%	-4%	-1%	4%	0%	-4%	0%	-10%	-1.0%	-3%	?
COC(=O)[C@H](C)NC(=O)NCc1ccccc1F	5%	-1%	-3%	4%	1%	8%	5%	8%	3.3%	7%	4%
CCCCCN(C(=O)NC(=O)NCCCC)S(C)(=O)=O	-1%	-3%	-2%	-2%	1%	0%	-5%	17%	12%	-23%	1%
C/C(=C\c1ccco1)C1C(C#N)=C(N)Oc2n[nH]c(-c3ccccc3)c21 (centres undefined)	?	-19%	-1%	?	1%	110%	0%	?	1.0%[9.22 µM]	?	?
COC(=O)c1c(NC(=O)CSc2nncs2)sc2c1CCCCC2	?	-5%	-4%	6.3µM*	-3%	20%	1%	-38%	-0.4%	1%	?
O=C(NCCn1cccc1)c1cccc2ccccc12	6%	-6%	-2%	5%	2%	-10%	-2%	-26%	0.5%	8%	-8%
O=C(COc1ccc2c(c1)OCO2)Nc1ccc2c(c1)oc1ccccc12	-19%	1%	0%	3%	-1%	187%	-2%	-3%	-0.2%	-7%	19%
CS(=O)(=O)N(CC(=O)N1CCCC1)c1cccc(Cl)c1	2%[11.4 µM]	-3%[11 µM]	-7%[11.4 µM]	?	-1%	-4%[11.4 µM]	-4%	-15%	-2.0%[0.0738 µM]	12%[9.17 µM]	-1%[11.4 µM]
O=C(CSc1nc2ccccc2n1CC(=O)N1CCCC1)Nc1nccs1	2%	-4%	-3%	6%	2%	-6%	0%	3%	/	-1%	7%
COc1ccc(S(=O)(=O)NCCC(=O)NCc2cccs2)cc1	8%	3%	2%	-4%	1%	-8%	-5%	-8%	4.1%[1.84 µM]	-3%	11%
C=CCn1c(SCc2ccccc2C#N)nnc1-c1ccccc1O	-11%	0%	0%	-4%	1%	-5%	2%	-14%	1.9%	0%	2%
NC(=O)NC(N)=O	0%	0%	1%	0%	/	-7%	/	8%	-0.9%	/	-3%
CCNc1nc2nonc2nc1NCC	7%	1%	-6%	14%	0%	-1%	0%	16%	/	-3%	-2%

Random excerpt: four compounds from above.
SMILES	ALOX15 inhib	Hsp90 Hop PPI	Pol III holo inh	CRE-bla Fsk	FLuc inh	Tau fil binding	Epigenetic mod	ERK AVP block	HBB splice mod	Ub-GFP proteasome	HADH2 inhib
O=C(CSc1nc2ccccc2n1CC(=O)N1CCCC1)Nc1nccs1	2%	-4%	-3%	6%	2%	-6%	0%	3%	/	-1%	7%
O=C(NCCn1cccc1)c1cccc2ccccc12	6%	-6%	-2%	5%	2%	-10%	-2%	-26%	0.5%	8%	-8%
COC(=O)c1c(NC(=O)CSc2nncs2)sc2c1CCCCC2	?	-5%	-4%	6.3µM*	-3%	20%	1%	-38%	-0.4%	1%	?
CCCCCN(C(=O)NC(=O)NCCCC)S(C)(=O)=O	-1%	-3%	-2%	-2%	1%	0%	-5%	17%	12%	-23%	1%

Additional records:
SMILES	ALOX15 inhib	Hsp90 Hop PPI	Pol III holo inh	CRE-bla Fsk	FLuc inh	Tau fil binding	Epigenetic mod	ERK AVP block	HBB splice mod	Ub-GFP proteasome	HADH2 inhib
CCOC(=O)C1CCN(C(=O)c2cnn3c(C)cc(C)nc23)CC1	2%	1%	5%	?	4%	-1%	4%	-4%	-2.7%	3%	?
O=C(NCCCC(=O)N1CCOCC1)c1cccnc1	24%	-4%	0%	7%	1%	-2%	0%	-16%	5.6%[57.5 µM]	2%	-2%
COc1ccc(N2CCN(c3nc(NCCc4ccc(OC)c(OC)c4)nc(OC)n3)CC2)cc1	-11%	-25%	2%	3.2µM*	-8%	-8%	0%	16µM*	-0.4%	-2%	1%
CCC(CC)C(=O)NCc1ccccc1Cl	-2%	35%	3%	5%	3%	7%	3%	26%	-1.4%	0%	13%
CCCCCn1c(S(=O)(=O)O)nc2ccccc21	-2%	-2%	-7%	?	3%	41%	1%	-2%	-0.5%	-11%	0%
CC(=O)Nc1nc(C)c(Cc2ccccc2)c(=O)[nH]1	5%	-3%	-2%	7%	-2%	5%	-2%	-18%	3.3%	-9%	7%
CCn1c(=O)cc(SCC(=O)N2CCN(C(=O)c3ccco3)CC2)c2ccccc21	1%	-2%	-10%	?	0%	6%	2%	-22%	-1.6%	-1%	-11%
COc1ccc(NC(=O)CCNC(=O)Cn2cnc3ccccc3c2=O)c(OC)c1	1%	-1%	-7%	1%	1%	3%	0%	-8%	-3.3%	-3%	3%
C[C@@]1(C(NC(=O)Cc2ccccc2)c2ccc(-c3ccccc3)cc2)C[C@H]1C1CCCCC1 (some centres undefined)	/	-4%	0%	1%	/	2%	/	26%	2.4%	/	0%
COCC(=O)N1CCC[C@@]2(CCN(c3ncccn3)C2)C1	10%	-1%	-2%	4%	0%[11.4 µM]	-3%	2%[9.22 µM]	-17%	-0.3%	-10%	-5%

Just HBB splice mod and ERK AVP block, for 2 of the compounds above:
Molecule	HBB splice mod	ERK AVP block
CC(=O)Nc1nc(C)c(Cc2ccccc2)c(=O)[nH]1	3.3%	-18%
CCn1c(=O)cc(SCC(=O)N2CCN(C(=O)c3ccco3)CC2)c2ccccc21	-1.6%	-22%
